# Screening data: PubChem, National Center for Advancing Translational Sciences (NCATS)
# D2 antag – HTS Assay for Allosteric Antagonists of the Human D2 Dopamine Receptor: Primary Screen for Antagonists | D(2) dopamine receptor (Homo sapiens), P14416 | HEK293 TREx D2 cells, calcium flux, dopamine EC80 | inhibition, % at 10 µM | hit rate 2% among 340,000 | AID 485344, 2010; in the data active = inhibition above about 30%; also: 0% is about no effect
# Target sequence (P14416 whole entry, looked up): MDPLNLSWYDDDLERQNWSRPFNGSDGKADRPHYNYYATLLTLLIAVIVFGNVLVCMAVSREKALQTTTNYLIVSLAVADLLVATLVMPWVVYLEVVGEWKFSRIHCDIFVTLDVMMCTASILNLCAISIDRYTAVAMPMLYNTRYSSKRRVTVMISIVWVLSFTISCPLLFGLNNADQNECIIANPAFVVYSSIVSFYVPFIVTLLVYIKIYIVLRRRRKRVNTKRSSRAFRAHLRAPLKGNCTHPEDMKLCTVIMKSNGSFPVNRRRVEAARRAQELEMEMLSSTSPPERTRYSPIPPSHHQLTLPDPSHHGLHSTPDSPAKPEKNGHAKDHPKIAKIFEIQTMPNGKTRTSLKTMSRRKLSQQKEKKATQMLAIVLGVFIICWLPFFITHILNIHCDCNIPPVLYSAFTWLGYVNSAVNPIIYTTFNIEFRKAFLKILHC
#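 Compounds are added to dye-loaded, induced HEK293 T-REx cells coupled to calcium release via D2; after a 3 min kinetic read an EC80 dopamine stimulus is given and fluorescence is recorded for 3 more min.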
# Vif-A3F inh – qHTS for Inhibitors of Vif-A3F Interactions: qHTS. HeLa A3F-eYFP + Vif (tagged APOBEC3F with the HIV-1 protein that degrades it), YFP fluorescence increase. Potency, µM (doses to about 46.1 µM), for the others: top-dose activity, negative = active. hit rate 0.2% among 390,000. AID 602313, 2012; also: potency is read from the fitted curve at half-maximal effect; % of control where 0% means no effect; nearly all actives have a fitted effect of over 65% in size
#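 HeLa cells stably expressing A3F-eYFP plus Vif, plated and incubated overnight at 37 deg C, then exposed to compounds overnight at 37 deg C. Blocked degradation read as raised yellow fluorescence (Ex 488/Em 500-530).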
# 12-LOX inh – Primary qHTS assay for inhibitors of human arachidonate 12S-lipoxygenase (ALOX12): Round 2 | purified 12hLO, xylenol orange hydroperoxide absorbance | Potency, µM (highest dose often 108 µM), for inactives: at the highest dose activity change, negative = inhibition, hits mostly inhibitors | hit rate 1.1% among 580,000; also: potency is read from the fitted curve at half-maximal effect; % is scaled to controls: 0 for no effect and ±100 for the full control effect
#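 Purified human 12hLO at 150 nM in 25 mM Hepes, 0.01% Triton X-100, pH 7.0, preincubated 15 min at room temperature with compound. Reaction started with 40 uM arachidonic acid, 30 min at room temperature. Hydroperoxide measured by Fe-xylenol orange, 573/405 nm absorbance ratio.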
# ERG Ets-DNA blk – qHTS for Small Molecule Inhibitors of the ERG Ets/DNA interaction | Transcriptional regulator ERG (Homo sapiens), P11308 | AID 624246, 2012 | fluorescence polarization, His-ERG Ets domain / labelled DNA | hit rate 0.028% among 370,000 | Potency, µM (doses to about 76.9 µM), for inactives: at the highest dose FP activity, negative = inhibition, actives largely listed as inhibitors; active = well fitted inhibition curve with a large enough effect in the polarisation, with a control signal flat; inconclusive = small, poorly fitted or top-dose-only effect, or effect the other way, or a change in a side signal; inactive = no such curve, though single readings can be large or run the other way; the % refers to the polarisation;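 also: polarization taken with two DNA probes labelled with fluorescein and Texas red; potency is read from the fitted curve at half-maximal effect; % of control where 0% means no effect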
#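 His-tagged ERG Ets domain (1 uM in the protein solution; 300mM KCl, 50mM Tris-HCl, 1mM EDTA, 1mM DTT, pH 7.5) received compound, then a probe mix of 5 nM fluorescein-DNA and 100nM Texas-615-DNA. Fluorescence polarization was read for both dyes.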
# Vif-APOBEC3G blk – qHTS for Inhibitors of Vif-A3G Interactions: qHTS | hit rate 0.076% among 410,000 | AID 602310, 2012 | Potency, µM (doses to about 46.1 µM), for inactives: at the top dose activity, negative = active, most hits filed as inhibitors | DNA dC->dU-editing enzyme APOBEC-3G (Homo sapiens), Q9HC16 | HeLa A3G-eYFP + Vif (tagged APOBEC3G with the HIV-1 protein that degrades it), YFP fluorescence, overnight;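 also: potency is read from the fitted curve at half-maximal effect; % is scaled to controls: 0 for no effect and ±100 for the full control effect; nearly all actives have a fitted effect of over 60% in size; hits raise eYFP signal because A3G escapes Vif-driven loss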
# Target sequence (Q9HC16 whole entry, looked up): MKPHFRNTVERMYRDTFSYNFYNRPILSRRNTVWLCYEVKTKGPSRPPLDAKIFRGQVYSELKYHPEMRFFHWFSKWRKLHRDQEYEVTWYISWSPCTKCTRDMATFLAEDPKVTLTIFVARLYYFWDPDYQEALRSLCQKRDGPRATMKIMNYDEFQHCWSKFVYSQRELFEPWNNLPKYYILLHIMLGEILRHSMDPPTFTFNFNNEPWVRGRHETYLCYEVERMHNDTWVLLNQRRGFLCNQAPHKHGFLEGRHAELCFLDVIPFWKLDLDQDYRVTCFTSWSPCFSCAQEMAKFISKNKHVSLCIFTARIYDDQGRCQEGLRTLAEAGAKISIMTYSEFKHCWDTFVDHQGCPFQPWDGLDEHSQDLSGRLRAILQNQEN
#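 HeLa cells stably expressing Vif and C-terminally eYFP-tagged A3G, seeded overnight at 37 deg C, then exposed to compound by pintool overnight at 37 deg C. Rise in yellow fluorescence (Ex 488/Em 500-530, Acumen) marks blocked Vif-driven A3G degradation.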
# GRP78 ERSR act – qHTS for Inducers of the Endoplasmic Reticulum Stress Response (ERSR) in Human Glioma: qHTS | U87-MG GRP78 promoter luciferase reporter, 16 h | Potency, µM, without a hit: at the top dose activation, actives largely listed as activators | hit rate 0.02% among 420,000; also: potency is read from the fitted curve at half-maximal effect; series mostly up to about 76 µM; % of control where 0% means no effect; nearly all actives have a fitted effect of over 35% in size
#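 Stably transfected U87-MG human glioma cells carrying a GRP78-based luminescent sensor were seeded at 1000 cells/well, pin-dosed with compounds and incubated 16 h. Luciferase reagent was then added, and end-point luminescence was read after 10 min at room temperature.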
# RGS4 inhibitor – Inhibitors of Regulator of G Protein Signaling (RGS) 4: qHTS; Regulator of G-protein signaling 4 (Homo sapiens), P49798; Transcreener GDP fluorescence polarization, RGS4-accelerated GTP hydrolysis; Potency, µM (titrated, usually from 114 µM), for inactives: top-dose activity change, negative = inhibition, most hits filed as inhibitors; hit rate 0.039% among 390,000; AID 504845, 2011; also: potency is read from the fitted curve at half-maximal effect; % is scaled to controls: 0 for no effect and ±100 for the full control effect; nearly all actives have a fitted effect of over 75% in size; some results filed as inactive show a strong effect at the top dose
# Target sequence (P49798 whole entry, looked up): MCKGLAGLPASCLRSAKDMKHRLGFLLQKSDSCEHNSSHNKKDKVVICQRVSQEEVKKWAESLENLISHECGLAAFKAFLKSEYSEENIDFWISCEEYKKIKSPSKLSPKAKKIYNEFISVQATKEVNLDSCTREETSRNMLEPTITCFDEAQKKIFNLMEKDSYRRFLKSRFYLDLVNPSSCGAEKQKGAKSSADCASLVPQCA
#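 MLSMR compounds (23 nl, pin-transferred) preincubated 10 min at room temperature with a 500nM (2x) first reagent, then RGS4 at 900nM (2x) plus Transcreener GDP mix added; fluorescence polarization (620/688 nm) read before and after 90 min at 30 °C.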
# D2 agonist – HTS Assay for Allosteric Agonists of the Human D2 Dopamine Receptor: Primary Screen for Agonists; D(2) dopamine receptor (Homo sapiens), P14416; hit rate 0.53% among 340,000; HEK293 T-REx D2 cells, calcium flux agonist mode; activation, % at 2 µM; AID 485358, 2010;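 active = activation over 3 SD above normal in the single-dose calcium agonist read, cut at about 30% in these data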; also: 0% is about no effect
#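 Agonism scored from kinetic calcium signal (1 read/sec, 180 s) following compound pin transfer, after a 10 s baseline. Cells: HEK293 Trex line expressing inducible D2 receptor coupled to calcium, dye-loaded after overnight culture at 30 C.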
# LDHA block – qHTS assay for inhibitors of human lactate dehydrogenase | purified LDHA, NADH/diaphorase-resazurin fluorescence; active compounds read low | hit rate 0.15% among 480,000 | activity change, % (values are at about 110 or 230 µM); in the data active = activity change below about -30%; inconclusive = mostly about -25% to -30%;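 also: plate controls were DMSO wells for no effect and wells without enzyme for full effect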
#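 LDH5 2 nM; NADH 0.06 mM, pyruvate 0.2 mM; 200 mM Tris pH 7.4, EDTA, Tween-20; 5 min RT. Detection: diaphorase 0.133 mg/mL + resazurin 37 µM, fluorescence ex540/em590 at 0 and 20 min; normalized to enzyme-free and DMSO wells.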
# Starred values were filed as active, the others as inactive; i = inactive; ? = inconclusive; . = not tested or not shown; [ ] = remark or other dose. Unless noted, calls follow the shape of the dose curve; as a rule, active = well fitted curve in the direction sought with a large enough effect; inconclusive = small, poorly fitted or top-dose-only effect, or another doubt; inactive = no such curve, though single readings can be large; an effect the other way counts as inactive or inconclusive.
SMILES,D2 antag,Vif-A3F inh,12-LOX inh,ERG Ets-DNA blk,Vif-APOBEC3G blk,GRP78 ERSR act,RGS4 inhibitor,D2 agonist,LDHA block
CCn1c(=O)n(Cc2ccco2)c(=N)c2c3c(sc21)COC(C)(C)C3,-1,-6%,0%,1%,-2%,-4%,2%,0.4,-5
COc1ccc(CNC(=O)C(=O)NCC2OCCN2S(=O)(=O)c2ccc(C)cc2)cc1 (stereo not given),4,1%,-8%,8%,-2%,-4%,-30%,1.3,4
O=C(Nc1ccc(N2CCOCC2)cc1)c1ccc(S(=O)(=O)NCc2ccco2)cc1,-7,1%,7%,-20%,-2%,5%,14%,0.6,-5
COc1ccc(CNC(=O)CCS(=O)(=O)c2cc(Br)cc3c2N(C(=O)C2CC2)CC3)cc1,.,-7%,-25%,5%,-1%,-1%,20%,0.5,-2
CCCCCn1c(CN2CCCCC2CC)nc2c1c(=O)n(C)c(=O)n2C (stereo not given),4,4%,0%,0%,0%,-3%,-1%,-0.3,-12
O=S(=O)(c1cccs1)N1CCN(C/C=C/c2ccccc2)CC1,-5,5%,?,7%,-1%,-7%,?,0.6,-4
O=C(N/N=C/c1ccsc1)c1cc(-c2ccncc2)nc2ccccc12,8,-6%,6%,-2%,?,-3%,6%,1.2,0
CSc1ccccc1NC(=O)CN1C(=O)C2CC=CCC2C1=O (stereo not given),7,-11%,?,-6%,-1%,-2%,-24%,0.1,-4
Fc1ccc([C@@H]2Nc3ccccc3[C@@H]3C=CC[C@@H]32)cc1,.,1%,1%,-4%,0%,1%,-25%,0.6,8
CN(C(=O)CC1C(=O)NCCN1Cc1cccc(F)c1F)C1CC(C)(C)NC(C)(C)C1 (stereo not given),-7,-13%,-1%,13%,-1%,-4%,11%,0.4,-5
COc1cc(C(=O)N2CCN(C(=O)c3ccco3)CC2)c([N+](=O)[O-])cc1OC,-11,3%,4%,-1%,0%,-4%,0%,0.4,0
CCOc1ccc2nc(NCCNC(=O)c3cc(OC)c(OC)c(OC)c3)c(C#N)cc2c1,1,-1%,6%,7%,-6%,-6%,-1%,0.3,-5
O=C(O)COc1ccc2occ(C(=O)c3ccccc3)c2c1,38*,-7%,.,-15%,1%,0%,-21%,-2.1,-6
Oc1c(C(c2ccccn2)N2CCC(Cc3ccccc3)CC2)cc(Cl)c2cccnc12 (stereo not given),1,?,?,-2%,?,-12%,-41%,9.0,-2
Brc1ccccc1C1=Nn2c(nnc2-c2ccco2)SC1,-7,-1%,145%[activator],6%,-8%,10%,-23%,-2.5,-4
C/C(=N\NC(=S)NC1CCCCC1)c1ccc(C#N)cc1,1,-20%,-19%,2%,0%,-5%,-3%,0.2,-6
CC1(C)Cc2noc(N)c2C(C)(C)N1OC(=O)c1ccccc1,-1,-1%,0%[57.4 µM],-12%,2%,-3%,18%,0.6,0
COC(=O)c1ccccc1NC(=O)CNCCc1ccc(OC)c(OC)c1,.,3%,?,12%,2%,-7%,-2%,.,-12
COc1cc(CCC(=O)N2CCN(c3ccccc3Cl)CC2)cc(OC)c1OC,-15,1%,0%,-4%,-1%,2%,21%,-0.5,-6
O=C(NCCc1csc(-c2ccc(C(F)(F)F)cc2)n1)c1ccccc1Cl,.,0%,-5%,-1%,1%,-3%,9%,1.3,-6
Cc1ccc(NC(=O)CC(N)=S)cc1,-7,2%,11%,9%,4%,1%,-22%,0.2,-9
O=C(CC1C[C@H](C(=O)N2CCOCC2)[C@@]2(CCC3CCCC3)c3[nH]c4ccccc4c3CCN2C1=O)NCCc1ccccn1 (stereo not given in full),.,3%,-3%,9%,-4%,-3%,10%,.,1
COc1ccc(OC)c(NC(=O)c2ccc3c(c2)C(=O)N(CC2CCCO2)C3=O)c1 (stereo not given),.,6%,14%,10%,0%,-3%,7%,.,-6
c1ccc(-c2cncnc2)nc1,15,4%,5%,-4%,4%,-1%,-9%,-0.2,-6
CCOC(=O)c1ccc(NC(=O)CN2C(=O)C(CC)SC(CC)C2=O)cc1 (stereo not given),-16,2%,-18%,3%,2%,3%,-28%,0.1,0
Cc1cc(-c2ccccc2)n2ncnc2n1,0,4%,i,-10%,1%,-4%,2%,1.4,-9
CCC(Oc1ccc(F)cc1)C(=O)Nc1nc(-c2ccc(F)cc2)ns1 (stereo not given),.,?,-12%,4%,2%,-7%,10%,.,0
CCOC(=O)c1cnc2c(cnn2C)c1NCCCn1ccnc1,-11,11%,10%,-7%,0%,1%,-8%,0.0,0
Cn1ncc(Br)c1C(=O)N/N=C/c1cccc(OC2CSC2)c1,-12,-4%,-10%,.,-4%,-1%,14%,-2.0,-10
CCOC(=O)CCNC(C(=O)OCC)c1ccccc1 (stereo not given),9,-1%,0%,-11%,-4%,-3%,-43%,-0.2,-5

# Next part, starting with the last 2 of the part before.
SMILES,D2 antag,Vif-A3F inh,12-LOX inh,ERG Ets-DNA blk,Vif-APOBEC3G blk,GRP78 ERSR act,RGS4 inhibitor,D2 agonist,LDHA block
Cn1ncc(Br)c1C(=O)N/N=C/c1cccc(OC2CSC2)c1,-12,-4%,-10%,.,-4%,-1%,14%,-2.0,-10
CCOC(=O)CCNC(C(=O)OCC)c1ccccc1 (stereo not given),9,-1%,0%,-11%,-4%,-3%,-43%,-0.2,-5
CCOc1ccccc1NC(=S)Nc1ncccc1C,.,-7%,11µM*,.,-26%,1%,-47%,.,-5
COc1cccc(CC(=O)Nc2c(C(=O)N3CCN(c4ccccc4)CC3)oc3ccccc23)c1,.,-1%,-5%,-2%,-24%,-4%,17%,9.6,0
Cc1ccc2c(Cl)cc(Cl)c(OCC(=O)Nc3cccc(S(=O)(=O)N(C)C)c3)c2n1,-12,6%,-19%,11%,-5%,-7%,-4%,-0.2,12
COc1ccc(OCc2cc(C(=O)N3CCCCCCC3)no2)c(Cl)c1,9,-16%,8%,-11%,1%,0%,-8%,-0.2,-2
Cc1ccc(C2=NN(CC(=O)NC(C)c3ccccc3)C(=O)CC2)cc1 (stereo not given),.,-2%,-22%,1%,-5%,-3%,24%,-0.3,-4
COc1cccc(C(=O)NCCS(=O)(=O)N2CCCCCC2)c1,-2,2%,-7%,.,2%,-1%,17%,0.2,-1
Cc1ccc(CNC(=O)C(=O)NCC2OCCN2S(=O)(=O)c2cccs2)cc1 (stereo not given),9,-8%,24%,4%,0%,0%,-4%,-0.9,3
CCOc1ccc(-c2c(C(=O)N/N=C/c3ccc(C)o3)nnn2-c2nonc2N)cc1,8,0%,19%,8%,-1%,-2%,-4%[56.9 µM],0.2,-4
CCCCCCC1/C(=N\NC(=O)c2ccccc2)CCC1C(=O)OC (stereo not given),12,3%,16%,-12%,5%,6%,-7%,-1.2,-1
CCOC(=O)Cc1csc(/N=C/c2c(O)n(-c3ccc(C)cc3C)c(=O)c3ccccc23)n1,.,-23%,-18%,7%,-1%,-1%,27%,.,0
CCCC(=O)Nc1nc(C(=O)OCC)cs1,-14,-2%,0%,.,0%,0%,8%,0.3,-4
Cc1ccc(N2C(=O)CS(=O)(=O)C23C(=O)N(Cc2ccccc2C)c2ccccc23)cc1Cl (stereo not given),.,2%,-29%,-7%,1%,-3%,-11%,0.6,-5
Cc1ccc(S(=O)(=O)CCC(=O)NCCc2ccc(Cl)cc2)cc1,.,-5%,2%,5%,1%,0%,18%,.,-4
CC(C)NC(=O)CCCc1ccccc1,2,-11%,-1%,1%,0%,-1%,20%,2.7,-4
CN1C(=O)Nc2cccc3cccc1c23,-19,2%,-50%,14%,-12%,7%,8%,-0.3,2
O=C(COC(=O)CCN1C(=O)C2CC=CCC2C1=O)NCCc1ccccc1 (stereo not given),-7,-3%,116%[activator],6%,0%,-5%,19%,0.2,-6
Cc1ccc(-n2c(C3CC3c3ccc(Cl)cc3)n[nH]c2=S)cc1 (stereo not given),-5,-2%,?,-4%,4%,1%,?,0.1,8
COc1ccc(C)cc1NC(=O)c1nnn(Cc2cc(C)ccc2C)c1N,-8,-7%,i,-3%,-10%,-2%,3%,-1.1,-10
COC(=O)C1(Cc2cc(-c3cccc(Br)c3)no2)CCN(C(=O)OC(C)(C)C)CC1,-1,9%,-5%,1%,3%,0%,-2%,1.3,4
N/C(=N\O)c1ccc(NC(=O)c2ccc(Br)o2)cc1,4,-3%,-4%,0%,0%,-6%,-63%[56.9 µM],0.5,-4
COc1ccc(-c2cc3ccc(O)c(CN4CCCC(C)C4)c3oc2=O)cc1OC (stereo not given),.,7%,-9%,-5%,2%,-3%,11%,1.9,1

# A portion of the library; the hit share may differ from the screen's.
